M1 ag parental = counter-screen for M1 agonists: effect in parental CHO-K1 cells; Fluo-8 calcium fluorescence; scaled to maximal ATP response, vehicle zero; activation, % at 3 µM; 360,000 tested, 0.48% active; in the data active means activation above about 15%;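 further: untransfected CHO-K1 host cells lacking M1 receptor as counterscreen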
M1 PAM parental = nonselective calcium activators in parental CHO-K1 cells, primary screen, counter-screen for M1 PAM project, cell-based, Fluo-8 calcium fluorescence, full deck, 1536-well; ATP EC20; 0% at ATP EC20, 100% at ATP max; activation, % at 3 µM; 360,000 tested, 0.02% active; AID 602247, 2012;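 active means activation above the run cutoff, the mean activation of all test compounds plus 3 SD, cut at about 40% in these data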;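 further: peak over basal fluorescence ratio in a 140 s read after ATP addition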
CHRM4 PAM = human M4 muscarinic receptor positive allosteric modulators, primary screen, CHO-K1 cells, Fluo-8 calcium fluorescence; 360,000 tested, 0.4% active; activation, % at 3 µM; AID 624126, 2012; CHO-K1 hM4/Gqi5, ACh EC20; 0% = ACh EC20, 100% = maximal ACh;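 active means activation above its plate's cutoff, the mean activation of sample wells plus 3 SD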; further: some results filed as inactive read as strong as hits
Target sequence (P08173 whole entry, looked up): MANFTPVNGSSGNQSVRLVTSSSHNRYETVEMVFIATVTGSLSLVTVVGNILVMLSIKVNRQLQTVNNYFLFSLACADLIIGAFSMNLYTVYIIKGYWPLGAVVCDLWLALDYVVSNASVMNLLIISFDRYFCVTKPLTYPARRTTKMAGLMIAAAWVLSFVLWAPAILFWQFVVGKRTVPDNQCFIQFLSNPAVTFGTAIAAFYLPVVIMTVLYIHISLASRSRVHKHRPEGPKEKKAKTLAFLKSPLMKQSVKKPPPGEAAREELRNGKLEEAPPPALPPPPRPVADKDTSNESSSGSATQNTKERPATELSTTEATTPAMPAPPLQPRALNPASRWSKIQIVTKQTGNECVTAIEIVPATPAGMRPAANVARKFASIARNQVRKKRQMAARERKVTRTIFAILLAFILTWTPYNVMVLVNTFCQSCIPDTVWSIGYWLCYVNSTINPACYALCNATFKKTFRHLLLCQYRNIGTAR
M5 ag = human M5 muscarinic receptor agonists, primary screen, CHO-K1 cells, Fluo-8 calcium fluorescence | CHO-K1 hM5 cells; 0% DMSO wells, 100% maximal acetylcholine response | 360,000 tested, 0.19% active | Muscarinic acetylcholine receptor M5 (Homo sapiens), P08912 | activation, % at 3 µM;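 active means activation above the run's mean over test compounds plus 3 SD, cut at about 23% in these data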;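 further: signal is peak over basal fluorescence ratio across the kinetic read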
Target sequence (P08912 whole entry, looked up): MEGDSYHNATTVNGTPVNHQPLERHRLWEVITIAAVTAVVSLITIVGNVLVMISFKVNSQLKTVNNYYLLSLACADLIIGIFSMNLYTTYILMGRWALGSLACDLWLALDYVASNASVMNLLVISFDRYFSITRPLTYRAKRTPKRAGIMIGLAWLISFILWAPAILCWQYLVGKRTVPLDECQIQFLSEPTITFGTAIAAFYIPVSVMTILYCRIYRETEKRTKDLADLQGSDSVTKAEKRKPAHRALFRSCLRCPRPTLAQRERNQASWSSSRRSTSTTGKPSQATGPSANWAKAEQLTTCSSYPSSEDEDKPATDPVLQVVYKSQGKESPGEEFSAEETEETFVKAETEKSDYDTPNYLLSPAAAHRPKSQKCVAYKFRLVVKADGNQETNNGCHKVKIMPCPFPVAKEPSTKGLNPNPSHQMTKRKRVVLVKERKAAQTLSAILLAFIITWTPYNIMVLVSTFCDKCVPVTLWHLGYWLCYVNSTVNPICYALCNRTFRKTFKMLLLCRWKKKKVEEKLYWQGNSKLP
CHRM4 agonist = human M4 muscarinic receptor agonists, primary screen, CHO-K1 cells, Fluo-8 calcium fluorescence; CHO-K1 hM4/Gqi5; vehicle 0%, full acetylcholine response 100%; 360,000 tested, 0.14% active; activation, % at 3 µM; Muscarinic acetylcholine receptor M4 (Homo sapiens), P08173;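 active means activation above the run mean over all test wells plus 3 SD, cut at about 32% in these data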;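 further: peak over basal fluorescence ratio per well then scaled between controls; 0% = DMSO wells and 100% = acetylcholine at EC100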
CHO-K1 Ca antag = counter-screen for M1 antagonists: effect in parental CHO-K1 cells. ATP-induced calcium, Fluo-8 fluorescence. inhibition, % at 3 µM. 360,000 tested, 0.6% active. AID 602250;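 active means inhibition above a per-plate cutoff, the plate's mean sample inhibition plus 3 SD, cut at about 24% in these data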;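 further: 0% = DMSO plus EC80 ATP and 100% = DMSO alone without ATP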
CHRM5 PAM = human M5 muscarinic receptor positive allosteric modulators, primary screen, CHO-K1 cells, Fluo-8 calcium fluorescence. Muscarinic acetylcholine receptor M5 (Homo sapiens), P08912. CHO-K1 hM5, ACh EC20 PAM; 0% = ACh EC20, 100% = ACh EC100. activation, % at 3 µM. 360,000 tested, 0.3% active;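 active means activation above the run cutoff, the mean activation of all test compounds plus 3 SD, cut at about 18% in these data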
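system = human M5 receptor in CHO-K1 cells | compound = one concentration, 3 µM final (nominal) | schedule = Post-acetylcholine fluorescence recording 140 s | signal = Fluo-8 calcium dye fluorescence, kinetic read | benchmarks = low control EC20 acetylcholine (0%), high control EC100 acetylcholine (100%) | repeats = singlicate, one well per test compound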
M4 antag = human M4 muscarinic receptor antagonists, primary screen, CHO cells, Fluo-8 calcium fluorescence. CHO-hM4 cells, ACh EC80. inhibition, % at 3 µM. 360,000 tested, 0.73% active;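 active means inhibition above its plate's cutoff, the mean inhibition of sample wells plus 3 SD, cut at about 27% in these data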;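 further: 0% = acetylcholine EC80 with DMSO and 100% = DMSO without agonist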
M5 antag = human M5 muscarinic receptor antagonists, primary screen, CHO cells, Fluo-8 calcium fluorescence; Muscarinic acetylcholine receptor M5 (Homo sapiens), P08912; CHO-hM5 cells, ACh EC80; inhibition, % at 3 µM; 360,000 tested, 0.59% active; AID 624040, 2012;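 active means inhibition above a per-plate cutoff, the mean of that plate's test compounds plus 3 SD, cut at about 27% in these data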;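 further: 0% = acetylcholine EC80 with DMSO and 100% = DMSO without agonist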
* marks the source's active call; other numbers are inactive results.

SMILES	M1 ag parental	M1 PAM parental	CHRM4 PAM	M5 ag	CHRM4 agonist	CHO-K1 Ca antag	CHRM5 PAM	M4 antag	M5 antag
O=C(/C=C/c1ccccc1)NNC(=O)c1ccco1	0.6	3	9	-2	1	-10	-3	-17	-2
CSc1cccc(NC(=O)COc2ccccc2)c1	0.6	-5	11	-7	2	15	-6	1	3
OC(COC(c1ccc(F)cc1)c1ccc(F)cc1)CN1CCCC(C(F)(F)F)C1 (stereo unspecified)	-0.7	-11	1	-5	1	-10	5	-12	-11
O=C(Nc1cc(C(F)(F)F)ccc1Cl)C(Sc1ccccn1)c1ccccc1 (stereo unspecified)	0.0	-17	3	-5	-1	6	-2	-3	11
COc1ccc(C2CC(c3ccc(C)cc3)=NN2C(=O)CCC(=O)O)cc1OC (stereo unspecified)	0.3	15	-4	2	1	-14	-4	-13	6
COC(=O)/C=C/CC(C)OS(N)(=O)=O (stereo unspecified)	0.5	-11	9	4	3	-6	-3	2	12
CCCn1c(SCC(=O)Nc2ccc3c(c2)CCC3)n[nH]c1=O	2.2	12	6	-3	4	-8	-4	3	-1
O=C(Nc1nc(-c2cc3ccccc3o2)cs1)c1ccc(S(=O)(=O)N2CCCC2)cc1	2.0	-10	1	4	4	17	4	-5	-4
CCOC(=O)Cc1csc(SCC(=O)NC2CCCCC2)n1	0.0	12	1	2	1	-4	1	7	1
CC(C)c1ccc2[nH]c3c(c2c1)CCCC3=O	-0.1	13	3	-9	-1	-17	6	-7	-5
CCOC(=O)C1C(c2ccc(OC)cc2)N(C)OC1(O)C(F)(F)F (stereo unspecified)	0.4	16	4	-2	1	-7	-7	-3	8
COc1ccc(C(C#N)=Cc2ccc(NC(C)=O)cc2)cc1	0.7	-3	7	0	7	-2	-1	5	14
O=C(CC1C(=O)NCCN1Cc1ccccc1C(F)(F)F)NCCN1CCOCC1 (stereo unspecified)	0.2	-14	9	-4	0	-2	0	-7	0
O=S(=O)(c1ccc(SCc2ccccc2)nc1)N1CCCCCC1	0.0	11	3	-1	-2	-16	2	-4	2
Cc1cccc(NS(=O)(=O)c2cc(C(=O)N3CCOCC3)ccc2Cl)c1	0.6	26	-1	-2	3	-17	4	-12	-7
COc1ccc(S(=O)(=O)NCc2ccc(C(=O)NCCCN3CCCC(C)C3)cc2)cc1 (stereo unspecified)	0.1	7	-8	-7	1	0	-5	1	8
CC(SCc1ccccc1)C(=O)NC1CCCC1 (stereo unspecified)	1.8	22	-1	-4	1	-13	4	3	-10
Cc1ccc2c(c1)N(CCCC(=O)NCCC1=CCCCC1)C(=O)CO2	1.0	1	0	0	4	-13	6	0	0
Cc1[nH]c2ccccc2c1C(c1ccccn1)N1CCCC1 (stereo unspecified)	0.4	15	13	3	1	-9	8	6	-4
COc1ccccc1N(CC(=O)Nc1ccccc1C(F)(F)F)S(=O)(=O)c1cccs1	2.6	31	-3	-2	13	4	-21	9	8
CS(=O)(=O)N1CCN(S(=O)(=O)c2ccccc2[N+](=O)[O-])CC1	2.0	19	1	-4	1	-1	-1	6	-1
COc1ccc(/C=C/C(=O)OCC(=O)Nc2ccc3[nH]c(=O)[nH]c3c2)cc1OC	0.7	-7	9	0	2	0	7	-13	-5
CCOC(=O)c1c(C)n(C)c2cc(CN(C)C)c(O)c(S(=O)(=O)c3ccccc3)c12	0.7	12	4	-3	1	-1	-7	4	-5
CC(=O)N1CCN(C(=O)c2cc(-c3ccc(Cl)s3)nc3ccccc23)CC1	5.1	-2	-2	6	23	0	-9	-23	10
COc1ccccc1N1CCN(C(=O)CCCCn2c(=O)[nH]c3ccsc3c2=O)CC1	4.2	20	-3	1	8	-13	-4	-32	-4
Cc1ccc(-n2c(Cc3cccn3C)nnc2SCC(=O)Nc2ccc3c(c2)OCO3)cc1	-0.5	-7	15	2	-3	-5	6	-11	-5
CN(Cc1ccccc1)C(=O)[C@H]1CCC(=O)N1Cc1ccco1	1.1	20	-6	-2	0	-14	3	5	2
COc1ccc(C(C)=O)cc1CN1C(=O)NC(CC(C)C)C1=O (stereo unspecified)	0.6	2	0	-2	1	-16	-2	-6	5
CC1=C(CC(=O)c2ccccc2)C(=O)c2ccccc2C1=O	2.0	16	-5	-1	1	-3	-3	7	5
Cc1noc(C)c1COC(=O)[C@H](C)NS(=O)(=O)c1ccc(Cl)c(Cl)c1	1.3	15	-5	-2	1	4	-4	11	2
CCCCc1nc2cc(C(=O)N(C)C(C)c3ccccn3)ccc2o1 (stereo unspecified)	0.7	-9	2	-2	2	-5	-4	1	1
O=C(COC(=O)c1ccc(Cl)cc1Cl)Nc1cccc(S(=O)(=O)NC2=NCCC2)c1	3.1	-5	0	4	7	-1	-7	5	3
CCC(C)(NC(=O)CNC(C)=O)C(=O)NC1CCCCC1 (stereo unspecified)	-0.2	0	-1	-1	0	11	2	-4	-4
COc1ccc(N2CCN(C(=O)CCc3ccc(S(=O)(=O)NC(C)(C)C)cc3)CC2)cc1	2.6	1	-11	-4	2	-10	-7	8	19
Cc1cc(=O)oc2c(C)c(OC(C)C(=O)NCCCN3CCOCC3)ccc12 (stereo unspecified)	1.1	5	-4	1	5	-9	5	-1	5
Cc1cccc(C(=O)OCC(=O)N2CCC(c3ccccc3)=N2)c1O	0.0	-7	4	1	1	16	-2	-3	1

Exported bar-delimited: part of the list above.
compound | M1 ag parental | M1 PAM parental | CHRM4 PAM | M5 ag | CHRM4 agonist | CHO-K1 Ca antag | CHRM5 PAM | M4 antag | M5 antag
CS(=O)(=O)N1CCN(S(=O)(=O)c2ccccc2[N+](=O)[O-])CC1 | 2.0 | 19 | 1 | -4 | 1 | -1 | -1 | 6 | -1
COc1ccc(/C=C/C(=O)OCC(=O)Nc2ccc3[nH]c(=O)[nH]c3c2)cc1OC | 0.7 | -7 | 9 | 0 | 2 | 0 | 7 | -13 | -5

Whole records, looked up by structure. Values in the order: M1 ag parental	M1 PAM parental	CHRM4 PAM	M5 ag	CHRM4 agonist	CHO-K1 Ca antag	CHRM5 PAM	M4 antag	M5 antag
Cc1cccc(C(=O)OCC(=O)N2CCC(c3ccccc3)=N2)c1O is listed as 0.0	-7	4	1	1	16	-2	-3	1
COc1ccc(C(C)=O)cc1CN1C(=O)NC(CC(C)C)C1=O (stereo unspecified) is listed as 0.6	2	0	-2	1	-16	-2	-6	5

Carrying on.
SMILES	M1 ag parental	M1 PAM parental	CHRM4 PAM	M5 ag	CHRM4 agonist	CHO-K1 Ca antag	CHRM5 PAM	M4 antag	M5 antag
COc1ccc(C(=O)NCCCc2nc3ccccc3n2Cc2ccccc2C)cc1OC	1.2	10	-3	-2	4	-3	0	-4	-2
COc1ccc(CCNC(=O)Cn2nnc(-c3ccc(N4CCOCC4)cc3)n2)cc1OC	0.3	-4	9	0	2	-8	1	-2	4
CCOC(=O)N1CCN(C(=O)CCC(=O)N2CCOc3ccc(C)cc32)CC1	-0.1	0	13	0	-1	16	-2	-1	2
Nc1ccc(C(=O)N2CCN(S(=O)(=O)/C=C/c3ccccc3)CC2)cc1[N+](=O)[O-]	5.8	18	-7	-1	10	-8	-3	-9	6
Cc1cc(=O)cc(C)n1-c1ccccc1N1CCOCC1	0.3	5	-1	2	1	-6	-5	4	-6
O=S(=O)(c1ccc2nc(N3CCN(c4ccccc4F)CC3)ccc2c1)N1CCCCC1	2.1	-6	-7	-3	14	25*	-8	2	15
N#Cc1c(C(F)(F)F)cc(C2CC2)nc1N1CCCC1	0.0	8	6	-1	-1	-13	0	-5	20
O=C1COc2ccc(C(=O)C[n+]3cccc(O)c3)cc2N1	0.3	8	-8	0	13	-11	-3	7	4
CCC(C)[C@H](NC(=O)N1c2ccccc2NC(=O)[C@@H]1C(C)C)C(=O)N[C@@H](Cc1ccccc1)C(=O)O (stereo partly specified)	0.3	-8	1	3	1	10	-3	-7	8
O=C(O)c1ccccc1-c1nnc2c(Cl)cc(C(F)(F)F)cn12	0.0	-2	5	-1	0	12	-2	-11	13
COC(=O)C[C@H](NC(=O)Cn1cnc2c(NCc3ccccc3)ncnc21)C(=O)OC	0.4	-2	0	2	0	-11	-5	1	4
N=C1C(c2nc3ccccc3s2)=C(O)CN1Cc1ccco1	-0.4	8	-1	-1	2	-8	-8	-16	0
CCCCOC(=O)Nc1ccc(C)c(Cl)c1	1.4	15	-6	-11	-1	-17	-10	6	0
Cc1ccnc(NC(=O)CCCc2ccccc2)c1	0.5	24	-1	-1	0	-5	-5	0	8
CN(C)CCC(=O)C(Cc1ccccc1)c1ccccc1 (stereo unspecified)	2.6	21	-15	-18	4	-7	-19	35*	5
COc1ccc(-c2noc(CCC(=O)NCCc3ccccc3)n2)cc1OC	1.6	-6	-6	0	1	-15	0	8	1
Cc1ccc(/C=C2\SC(=S)N(CCCC(=O)Nc3cc(C)on3)C2=O)cc1	0.7	4	3	-6	1	-8	-4	4	20
COc1ccc(Cl)cc1NC(=O)Cn1nnc(C(=O)NCc2ccc3c(c2)OCO3)c1N	0.7	-13	0	1	3	2	5	6	-14
CN1CC(O)(C(O)C(O)C(O)CO)SC1=S (stereo unspecified)	0.0	2	7	1	1	-1	-1	-7	1
C#CC(CC)(CC)NC(=O)Nc1ccccc1C(=O)OC	0.0	15	-7	-5	0	-7	-7	-3	15
COC(=O)c1scc(C)c1NC(=O)C1CCCCC1	-0.3	10	1	1	1	-12	4	-4	-4
COc1cccc(CC2(CO)CCCN(Cc3nc(-c4cccs4)oc3C)C2)c1 (stereo unspecified)	1.6	11	-15	-9	3	-10	-6	1	0
Cc1cccc(NC(=O)CCC(=O)N/N=C/c2ccco2)c1	-0.1	-10	1	-2	2	14	-1	3	-1
CCCC(O)(CCC)C(=O)NN(C(=O)CCl)c1cccc(C)c1	0.6	18	1	-1	1	-13	-6	-1	-5
Cc1ccc(C(=O)Nc2ccc(Cl)cc2C(F)(F)F)c(Cl)c1	0.7	17	-1	-6	-1	-4	1	-7	-7
O=C(COc1ccc2ccccc2c1Br)N1CCCC1	0.7	8	-4	-2	0	-5	-2	6	13
O=C(Nc1ccc(C(=O)NCc2ccc(F)cc2)cc1)C1=CSCCO1	1.2	-6	-2	1	4	1	-2	-8	-7
COc1cccc(Nc2ccccc2C(=O)O)c1	-0.5	-9	7	4	0	-11	11	-8	3
Cc1ccc(OCC(=O)N(C)CC(=O)Nc2cccc(F)c2)cc1	1.2	7	-2	0	1	-6	2	-6	0
CC(=O)c1sc(NC(=O)CCS(=O)(=O)c2ccc(F)cc2)nc1C	0.0	9	-2	1	1	3	-6	-5	-1
CC(=O)Nc1ccc(S(=O)(=O)N(C)CC(=O)OCC(=O)N2CCc3ccccc32)cc1	-0.3	9	-3	-6	0	-1	-1	1	7
COC(=O)NCC(c1cccnc1)N1CCN(c2ccccc2)CC1 (stereo unspecified)	0.9	10	6	1	0	3	-4	-24	-5
CC1CCCC(C)N1/N=C/c1ccc(O)c(O)c1 (stereo unspecified)	4.3	10	-6	2	12	-6	-6	-7	9
Cn1nc(C(F)(F)F)c(-c2ccc(F)cc2)c1NC(=O)c1cccnc1	1.4	-2	0	1	2	-5	-5	-4	8

Screening data from PubChem.
